NOD2-RIPK2 inh = inhibitors of human NOD2-RIPK2 interaction | inhibition, % at 4.98 µM | CHO BLA complementation NOD2-RIPK2, CCF4 ratio | 360,000 tested, 0.38% active | AID 624267; in the data active = inhibition above about 21%;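 also: 0% = vehicle only and 100% = reference blocker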
Target sequence (O43353 whole entry, looked up): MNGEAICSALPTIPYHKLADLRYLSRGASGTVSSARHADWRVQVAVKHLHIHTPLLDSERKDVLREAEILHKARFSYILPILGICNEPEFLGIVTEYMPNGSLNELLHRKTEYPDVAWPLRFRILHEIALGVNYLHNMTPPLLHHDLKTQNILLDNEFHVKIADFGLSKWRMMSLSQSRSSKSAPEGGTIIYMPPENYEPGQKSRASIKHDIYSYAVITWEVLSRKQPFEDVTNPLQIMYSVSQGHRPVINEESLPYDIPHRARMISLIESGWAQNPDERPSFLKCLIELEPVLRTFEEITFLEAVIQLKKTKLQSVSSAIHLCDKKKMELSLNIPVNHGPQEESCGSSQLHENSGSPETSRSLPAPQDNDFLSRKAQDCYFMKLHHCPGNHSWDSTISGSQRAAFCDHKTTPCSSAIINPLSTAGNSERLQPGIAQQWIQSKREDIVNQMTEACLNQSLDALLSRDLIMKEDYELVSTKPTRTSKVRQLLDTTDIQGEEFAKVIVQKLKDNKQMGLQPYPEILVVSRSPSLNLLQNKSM
ABCB6 inh MLPCN = blocks the human ABCB6 transporter | K562-ABCB6 porphyrin accumulation, flow cytometry, 1 h; hits give low values | 360,000 tested, 0.19% active | fluorescence ratio to DMSO, % at 10 µM | AID 602162;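 active = fluorescence ratio to DMSO below 75%, the collection mean minus 3 SD; inconclusive = too few cells collected in the well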;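 also: signal is porphyrin accumulated inside mitochondria; 100% equals median channel fluorescence of DMSO control wells; lower ratio means ABCB6 inhibition with less porphyrin fluorescence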
MC4R antagonist = human MC4R antagonism in cAMP assay. 360,000 tested, 0.48% active. P32245. inhibition, % at 6.5 µM. MC4R-expressing cells, MTII-stimulated cAMP, LANCE TR-FRET;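 active = inhibition above its plate's cutoff, the mean of tested wells on that plate plus 3 SD, cut at about 29% in these data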;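 also: 0% = Melanotan II alone and 100% = Melanotan II plus saturating MCL0020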
Target sequence (P32245 whole entry, looked up): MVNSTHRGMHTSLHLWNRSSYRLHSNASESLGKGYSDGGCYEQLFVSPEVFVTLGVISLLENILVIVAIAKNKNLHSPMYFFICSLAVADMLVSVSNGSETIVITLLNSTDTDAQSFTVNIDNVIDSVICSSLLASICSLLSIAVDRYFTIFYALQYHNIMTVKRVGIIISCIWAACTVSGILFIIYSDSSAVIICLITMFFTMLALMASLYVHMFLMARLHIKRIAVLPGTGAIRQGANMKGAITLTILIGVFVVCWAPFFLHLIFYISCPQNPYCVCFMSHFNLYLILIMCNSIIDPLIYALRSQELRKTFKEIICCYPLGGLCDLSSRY
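Material: U2OS-MC4R stable cell line | Reagent: Melanotan II challenge after compound preincubation | Doses: One concentration, 6.5 µM nominal | Incubation: 30-min compound preincubation, 1-h Melanotan II challenge, 1-h detection, room temperature | Signal: TR-FRET cAMP assay | Replicates: One well per compound, no replicates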
ABHD5-PLIN5 inh = inhibitors of human ABHD5-perilipin-5 interaction; Q00G26+Q8WTS1; Split G. princeps luciferase complementation, luminescence, 4 h; inhibition, % at 4 µM; 360,000 tested, 0.78% active; AID 602281;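 active = inhibition above the mean inhibition across every tested compound plus 3 SD, cut at about 22% in these data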;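 also: 0% = DMSO only wells and the 100% control is not disclosed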
Exocytosis inh = lytic granule exocytosis inhibition; TALL-104 LAMP-1 surface exposure, flow cytometry; cells stimulated with thapsigargin and PMA; inhibition, % at 10 µM; 360,000 tested, 0.66% active; AID 651702;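 active = inhibition above about 55%, limit read from the data; inconclusive = no clear call, values can overlap the other calls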
N-glyco inh = N-linked glycosylation inhibition | reporter increase, % at 12.5 µM | D54 ERlucT glycosylation luciferase reporter, 24 h; percent of 100 nM tunicamycin response | 360,000 tested, 0.23% active;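 active = mean luciferase reporter signal, scaled so untreated is 0 and the glycosylation-blocking control 100, at or above a set limit in every replicate; inconclusive = mean reaches the limit but not every replicate does; inactive = mean below the limit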;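 also: luciferase carries N-glycosylation sites so blocking glycosylation raises the light; 0% = median of neutral control wells and 100% = median of 100 nM tunicamycin wells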
aDG glyco up = alpha-DG glycosylation activation; Pro5-aDG cells, alpha-DG glycosylation AlphaScreen (IIH6); 0% Pro5, 100% B10-LARGE cell signal; activation, % at 10 µM; 360,000 tested, 0.22% active;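 active = activation of at least 8% versus controls, or a plate z-score of at least 8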;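 also: Pro5 are CHO cells carrying HIG-tagged alpha-DG that lacks glycosylation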
MC4R barr agon = activates human MC4R beta-arrestin recruitment. P32245. AID 540308. U2OS MC4R beta-arrestin complementation, luminescence; percent of melanotan II response, DMSO zero. 360,000 tested, 0.98% active. activation, % at 8.9 µM;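 active = activation above a per-plate cutoff, the mean activation of sample wells on that plate plus 3 SD, cut at about 8% in these data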
Vif imaging = blocks HIV Vif function; inhibition, % at 7.49 µM; HEK293T cells, Vif self-association by quenched fluorescence, imaging, 24 h; 340,000 tested, 0.35% active; AID 602346; in the data active = inhibition above about 50%, passing the limit was not always enough; inconclusive = no clear call, values can overlap the other calls; inactive = below about 31%; also: some results filed as inactive read as strong as hits
TLR9-MyD88 inh = inhibitors of human TLR9-MyD88 binding; Q9NR96+Q99836; CHO BLA complementation TLR9-MyD88, CCF4 FRET ratio; inhibition, % at 4.98 µM; 340,000 tested, 0.21% active; AID 504734;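 active = inhibition above the mean over all tested compounds plus 3 SD, cut at about 21% in these data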;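 also: 0% = DMSO only wells and 100% = clavulanate BLA inhibitor control wells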
* marks the source's active call; other numbers are inactive results; u = inconclusive; x = no result given. Not all compounds are listed; count on the stated rates, not on these rows.

NOD2-RIPK2 inh | ABCB6 inh MLPCN | MC4R antagonist | ABHD5-PLIN5 inh | Exocytosis inh | N-glyco inh | aDG glyco up | MC4R barr agon | Vif imaging | TLR9-MyD88 inh | SMILES
-3 | 103 | 5 | 1 | 0 | 0 | -0.1 | 0.9 | 8 | 6 | COC(=O)CSc1nc(C)c2ccc(OC)cc2n1
-9 | 93 | 0 | 5 | 0 | 4 | -0.1 | -2.6 | -5 | -3 | CCC(C(=O)NCc1ccco1)n1nc(C)n2c(cc3occc32)c1=O (configuration not stated)
4 | 97 | 17 | 0 | -2 | 0 | 0.3 | 0.3 | 0 | 0 | CCOC(=O)N1CCN(CCC(=O)Nc2cc(C)ccc2OC)CC1
-6 | 100 | 12 | 0 | -13 | 4 | 0.2 | -1.2 | 4 | 2 | c1ccc2c(c1)CCNC2c1ccncc1 (configuration not stated)
-14 | 89 | 1 | -11 | -2 | 1 | 0.2 | -0.9 | -4 | -6 | C=CCn1nc(C(=O)N2CCOCC2)cc1-c1sc(NC(=O)c2ccccc2)nc1C
-3 | 89 | 6 | -6 | -1 | 3 | -0.2 | -1.1 | -2 | -7 | CCOC(=O)c1ccc(NC2c3ncccc3C(=O)N2Cc2ccc(F)cc2)cc1 (configuration not stated)
2 | 94 | -4 | -1 | 2 | 0 | -0.1 | -2.5 | u | 7 | O=C(O)/C=C/C(=O)Nc1ccc(SC(F)(F)F)cc1
-10 | 99 | 6 | 2 | -2 | 3 | 0.7 | -0.8 | -14 | 2 | O=C(c1cc2cc(Br)ccc2o1)N1CCOCC1
-10 | 111 | -6 | 0 | 7 | -1 | -0.1 | -2.0 | -4 | 7 | Cc1c2c(nc3c(C)cccc13)OC(C)C2 (configuration not stated)
3 | 107 | 11 | -2 | 1 | -2 | -0.4 | -2.1 | -4 | -3 | COc1ccccc1-c1sc2ccccc2c1-c1ccc(OCCN2CCOCC2)cc1
-4 | 94 | -21 | 1 | -2 | -21 | -0.3 | -3.8 | 4 | -12 | O=C(O)c1ccc(N/N=C/c2ccc3ncccc3c2)cc1
-7 | 91 | 3 | -3 | 4 | 0 | 0.1 | 1.4 | 2 | x | CCCS(=O)(=O)NC(=O)C1(C)CCN(C(=O)c2ccccc2OC(C)=O)C1 (configuration not stated)
6 | 101 | -11 | 10 | -2 | 0 | -0.3 | 1.2 | 2 | 3 | CCc1ccc(NC(=O)C(C)OC(=O)/C=C/c2cccc([N+](=O)[O-])c2)cc1 (configuration not stated)
-11 | 95 | -1 | -11 | -1 | -3 | -0.2 | -1.2 | 2 | 8 | CSc1ccc(/C=C/C(=O)OCC(=O)NC2CC2)cc1
5 | 95 | 4 | 4 | -2 | 2 | 0.0 | -2.4 | 15 | x | CCc1nc2ccc(C(=O)NCCOc3ccc(OC)cc3)cn2c1N(CC)Cc1ccc(OC)c(OC)c1
7 | 97 | 6 | -4 | 0 | 1 | -0.2 | -2.1 | 0 | -1 | Cc1cc(NC(=O)COC(=O)c2c(C)nn(-c3ccccc3)c2C)no1
1 | 89 | 31* | -1 | 0 | 1 | -0.3 | -0.3 | -4 | -4 | COC(=O)CSc1nc2ccccn2c(=O)c1C=O
2 | 95 | x | -3 | 17 | 2 | -0.3 | x | -4 | x | COc1cccc(C(=O)c2ccccc2C(=O)O)c1
-5 | 98 | 2 | -6 | 2 | 3 | 0.1 | -1.9 | 8 | 2 | COC(=O)c1ccc(NC(=O)NS(=O)(=O)c2ccc(C)cc2)cc1
-13 | 99 | 2 | 8 | -4 | -1 | 0.4 | 0.0 | 14 | 4 | O=C(NCCN1CCCCC1)Nc1ccc(F)c(Cl)c1
11 | 87 | -7 | 0 | -2 | -1 | -0.1 | 0.1 | 1 | -2 | O=C(c1sc2ccccc2c1Cl)N1CCN(CCc2ccccn2)CC1
9 | 105 | 12 | 3 | -2 | -2 | 0.2 | -0.1 | 3 | -1 | CC(=O)Nc1ccc(S(=O)(=O)NCC2CCC(C(=O)NCCC(C)C)CC2)cc1 (configuration not stated)
-2 | 94 | 5 | 2 | -3 | 2 | -0.3 | -3.6 | 3 | -8 | O=c1cc(CSc2ccccc2)[nH]c(=S)[nH]1
-4 | 99 | 10 | 3 | 0 | 0 | 0.0 | 0.3 | -11 | 3 | Cc1cnc(SCc2ccc(Cl)cc2Cl)[nH]c1=O
-6 | 98 | 4 | 2 | -5 | 1 | 0.0 | 1.2 | -12 | 0 | COc1ccc(Cl)cc1NC(=O)C1Cc2ccccc2CN1S(C)(=O)=O (configuration not stated)
9 | 97 | -6 | 46* | 24 | 20 | -0.3 | -2.6 | x | 3 | COc1ccc(/C=C/C(=O)c2ccc(NS(=O)(=O)c3ccc(C)cc3)cc2)cc1O
-6 | 84 | 15 | -4 | -2 | -4 | 5.1 | -0.9 | -14 | 1 | O=C(Nc1nc(-c2cc3ccccc3o2)cs1)c1ccc(S(=O)(=O)N2CCCC2)cc1
1 | 94 | -2 | 6 | 8 | 0 | -0.1 | 3.7 | -12 | -8 | CCOC(=O)Cc1csc(SCC(=O)NC2CCCCC2)n1
2 | 96 | 15 | 6 | 8 | 3 | -0.1 | -1.2 | 7 | -4 | O=C(/C=C/c1ccccc1)NNC(=O)c1ccco1
3 | 96 | 21 | 2 | -1 | -1 | 0.2 | 3.8 | 11 | -1 | OC(COC(c1ccc(F)cc1)c1ccc(F)cc1)CN1CCCC(C(F)(F)F)C1 (configuration not stated)

Single records (already shown). Values in the order: NOD2-RIPK2 inh	ABCB6 inh MLPCN	MC4R antagonist	ABHD5-PLIN5 inh	Exocytosis inh	N-glyco inh	aDG glyco up	MC4R barr agon	Vif imaging	TLR9-MyD88 inh
`COC(=O)CSc1nc(C)c2ccc(OC)cc2n1` is listed as -3	103	5	1	0	0	-0.1	0.9	8	6
`COc1ccc(Cl)cc1NC(=O)C1Cc2ccccc2CN1S(C)(=O)=O` (configuration not stated) is listed as -6	98	4	2	-5	1	0.0	1.2	-12	0

Going on with the list:
NOD2-RIPK2 inh | ABCB6 inh MLPCN | MC4R antagonist | ABHD5-PLIN5 inh | Exocytosis inh | N-glyco inh | aDG glyco up | MC4R barr agon | Vif imaging | TLR9-MyD88 inh | SMILES
-1 | 94 | -1 | 11 | -1 | 0 | 2.7 | -2.0 | 15 | -5 | CSc1cccc(NC(=O)COc2ccccc2)c1
11 | 99 | 1 | -11 | 104* | -1 | 0.1 | 0.6 | -6 | 1 | O=C(Nc1cc(C(F)(F)F)ccc1Cl)C(Sc1ccccn1)c1ccccc1 (configuration not stated)
9 | 103 | 23 | 2 | 13 | 3 | 0.2 | 1.4 | -4 | -2 | COc1ccc(C2CC(c3ccc(C)cc3)=NN2C(=O)CCC(=O)O)cc1OC (configuration not stated)
4 | 94 | 12 | -1 | 2 | -1 | -0.2 | -0.6 | -18 | 1 | COC(=O)/C=C/CC(C)OS(N)(=O)=O (configuration not stated)
-12 | 99 | 9 | 4 | -2 | 0 | -0.2 | 0.5 | -11 | -5 | CCCn1c(SCC(=O)Nc2ccc3c(c2)CCC3)n[nH]c1=O
-17 | 99 | 11 | -14 | 9 | -2 | -0.1 | 3.5 | -2 | -10 | O=C(CNc1cccc(S(=O)(=O)N2CCOCC2)c1)Nc1cccc(Br)c1
-2 | 96 | -17 | -1 | 1 | 0 | -0.2 | -0.3 | 0 | -4 | Cc1ccc(NC(=O)c2ccco2)c([N+](=O)[O-])c1
2 | u | 5 | -2 | -3 | -3 | 0.1 | -0.1 | 38 | 5 | COC(=O)c1ccccc1NC(=O)c1cc(-c2ccc(O)cc2)on1
-21 | 97 | 6 | -1 | -1 | -2 | -0.4 | -0.8 | -5 | x | CC1(C(=O)Nc2ccccc2Br)CCN1C(=O)Cc1ccccc1Cl (configuration not stated)
2 | 95 | 8 | -2 | -2 | 4 | -0.1 | -1.7 | x | -3 | CC(=O)C1C(c2ccc(O)cc2)NC(=O)NC1(O)C(F)(F)F (configuration not stated)
9 | 100 | 1 | -7 | 4 | -2 | 0.1 | 0.6 | 4 | 0 | CCn1nc(C)c(NC(=O)CSc2nnc(-c3ccco3)n2C)c1C
-10 | 118 | -19 | -28 | 9 | -7 | -0.2 | -1.2 | 3 | 3 | CN(C)CCNc1ccc(CO)c2sc3ccc(O)cc3c(=O)c12
2 | 95 | 24 | -3 | 0 | -2 | -0.1 | 0.4 | -5 | 4 | COc1ccc(NS(=O)(=O)c2cccc(C(=O)N3CCN(C(=O)c4ccco4)CC3)c2)cc1
0 | 99 | 2 | 4 | 2 | 2 | -0.2 | -1.2 | 1 | -4 | COc1ccc(C(=O)NCCc2nnc(SCC(=O)Nc3ccc(Br)cc3)n2C)cc1
1 | 99 | 2 | 11 | 7 | -1 | 0.6 | -3.4 | -3 | 11 | O=C(NNC(=O)c1ccncc1)NC1CCCCC1
4 | 98 | 7 | -10 | 8 | 3 | 0.1 | 0.0 | x | -9 | C=CCOc1ccc(CNn2cn[nH]c2=S)cc1OCC
-6 | 103 | 3 | -7 | 0 | -2 | 0.2 | 0.8 | 3 | -6 | Cc1ccc(C)c(NC(=O)CN(C)C(=O)C2CCN(C(=O)Nc3ccccc3)CC2)c1
-1 | 96 | 10 | 6 | -3 | 0 | -0.1 | -1.9 | -6 | -2 | C=CCN1C(=O)C(CC(=O)Nc2ccccc2)N(Cc2ccccn2)C1=S (configuration not stated)
2 | 98 | 4 | -1 | 4 | -1 | 0.7 | 0.5 | -3 | -5 | COc1ccccc1CNC(=O)c1ccc(-c2ccccc2Cl)o1
-8 | 96 | 29* | -2 | 0 | 1 | -0.2 | 4.7 | 0 | -9 | O=C1COc2ccc(C(=O)COC(=O)c3ncc(Cl)c(Cl)c3Cl)cc2N1
-29 | 127 | -19 | 10 | -2 | 10 | 2.5 | 0.0 | -9 | 2 | CC(=O)Oc1c(/C=C(\C#N)C(N)=O)[nH]c2ccccc12
-16 | 96 | 10 | 6 | -1 | -2 | -0.1 | -2.1 | -6 | 11 | Cc1ccc(C(=O)NN2C(=O)c3ccc(S(=O)(=O)c4ccc(C(=O)O)cc4)cc3C2=O)cc1
-2 | 96 | 2 | -12 | 4 | -1 | -0.1 | 0.0 | -1 | x | OC(c1ccccc1)(c1nc(/C=C/c2ccccc2)cs1)C(F)(F)F (configuration not stated)
6 | 96 | 2 | -5 | -5 | 1 | -0.1 | -1.4 | -2 | -5 | CC(C)(C)NC(=O)C(=O)NNC(=O)COc1ccc(Br)cc1
-4 | 100 | 0 | 3 | -1 | -1 | -0.2 | 0.7 | -7 | -5 | Cc1ccc(NC(=O)Cn2nc(C)cc2C)cc1
-3 | 95 | -6 | -2 | 6 | -5 | 0.6 | -0.2 | 2 | x | CC(=O)Oc1ccccc1Cn1c(C)c(C(=O)NCCC#N)sc1=O
-6 | 100 | 3 | 7 | -1 | 3 | -0.4 | 0.7 | 1 | 8 | COC(=O)c1ccc(NC(=O)NCCCl)cc1
-6 | 98 | 2 | 4 | -2 | 3 | 0.2 | 2.7 | -3 | -4 | CCOC(=O)/C=C1\CN(Cc2cc(OC)c(OC)c(OC)c2)S(=O)(=O)c2ccc(C(F)(F)F)cc21
-6 | 104 | 0 | -8 | 4 | -2 | 0.6 | 1.7 | x | -9 | CC(C)N(C(=O)CSc1nc2ccccc2n1-c1ccccc1)C(C)C

High-throughput results deposited in PubChem BioAssay by several laboratories.
